PMI act: activators of human phosphomannose isomerase; activation factor at 20 µM; actives 0.005% (n = 190,000); purified human PMI, coupled resazurin fluorescence, 20 min; active compounds read high; 1 = vehicle control, 0 substrate-free wells; P34949;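 active = activation factor of 2 or more at 20 µM, relative to plate controls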
Target sequence (P34949 whole entry, looked up): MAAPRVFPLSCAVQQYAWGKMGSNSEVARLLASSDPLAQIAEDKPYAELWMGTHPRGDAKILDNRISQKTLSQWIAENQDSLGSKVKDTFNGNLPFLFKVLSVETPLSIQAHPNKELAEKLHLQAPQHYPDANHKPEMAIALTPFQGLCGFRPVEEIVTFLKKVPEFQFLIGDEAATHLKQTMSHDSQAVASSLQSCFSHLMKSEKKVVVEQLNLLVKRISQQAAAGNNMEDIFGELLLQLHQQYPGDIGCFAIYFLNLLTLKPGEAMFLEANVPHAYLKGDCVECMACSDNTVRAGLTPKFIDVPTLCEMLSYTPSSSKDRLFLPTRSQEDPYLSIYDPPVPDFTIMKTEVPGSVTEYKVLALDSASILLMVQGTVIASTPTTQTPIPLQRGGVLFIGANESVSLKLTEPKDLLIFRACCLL
bIAP activator: intestinal alkaline phosphatase (bovine) activation; purified bovine IAP, CDP-star luminescence, 30 min; active compounds read high; fold of DMSO-control signal, blank-subtracted; actives 0.17% (n = 200,000); activation factor at 20 µM;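 active = activation factor of 2 or more at 20 µM, a signal rise over negative controls twice the positive control's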
TNAP inh noacc: inhibitors of human TNAP without phosphate acceptor | purified TNAP, CDP-star luminescence, 30 min | P05186 | actives 0.26% (n = 200,000) | inhibition, % at 20 µM;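 active = tissue-nonspecific alkaline phosphatase inhibition above about 50% at 20 µM in the single-dose screen, limit read from the data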;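 note: 0% = DMSO negative control and 100% = EDTA positive control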
Target sequence (P05186 whole entry, looked up): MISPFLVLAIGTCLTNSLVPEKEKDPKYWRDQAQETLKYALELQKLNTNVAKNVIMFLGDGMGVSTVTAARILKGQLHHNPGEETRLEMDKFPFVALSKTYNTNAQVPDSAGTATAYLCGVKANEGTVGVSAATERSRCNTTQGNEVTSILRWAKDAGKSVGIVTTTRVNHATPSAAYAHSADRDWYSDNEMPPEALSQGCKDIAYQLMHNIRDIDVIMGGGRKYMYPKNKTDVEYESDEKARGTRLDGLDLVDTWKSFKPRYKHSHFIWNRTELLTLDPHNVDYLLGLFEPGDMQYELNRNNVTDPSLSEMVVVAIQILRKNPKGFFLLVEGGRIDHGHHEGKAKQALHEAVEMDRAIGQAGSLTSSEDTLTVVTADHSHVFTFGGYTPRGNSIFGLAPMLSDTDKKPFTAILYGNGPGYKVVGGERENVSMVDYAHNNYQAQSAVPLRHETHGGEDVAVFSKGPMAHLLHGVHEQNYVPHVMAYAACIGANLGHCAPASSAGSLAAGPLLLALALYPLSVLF
PMI act hi M6P: PMI (human) activation, high substrate; P34949; coupled PMI enzyme assay, resazurin fluorescence, 20 min; active compounds read high; 1 = untreated enzyme, 0 = substrate-free blank; activation factor at 20 µM; actives 0.34% (n = 190,000);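 active = activation factor of 2 or more at 20 µM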
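Test system: human phosphomannose isomerase with PGI, G6PDH, diaphorase coupling enzymes; Amount: PMI at 15 ng/mL final; Reagent: Mannose-6-phosphate 1.0 mM (near-saturating) plus 0.22 mM NADP+; Timing: 20 min, room temperature; Technique: resorufin fluorescence at Ex 544/Em 590 nm; Dosing: 20 µM single dose.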
NF-kB neuron act: NF-kB expression increase, human neuronal cells; NF-kB reporter expression; active compounds read high; actives 1.6% (n = 190,000); fold change at 12.5 µM; in the data active = fold change above about 3.3
TNAP act hi DEA: activators of human TNAP at high phosphate acceptor concentration; P05186; purified TNAP, CDP-star luminescence, 1 M DEA, 30 min; active compounds read high; 0 = EDTA background, 1 = DMSO-only activity; activation factor at 20 µM; 200,000 tested, under 10 active;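 active = activation factor at least 2 at 20 µM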
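Dosing: 20 µM single point. System: human TNAP. Amount: TNAP 1/800 final. Incubation: 30 min, room temperature. Read-out: TNAP activation factor scaled between EDTA and DMSO control wells. Signal: luminescence from CDP-star hydrolysis. Medium: 1 M DEA, pH 9.8, Mg2+, Zn2+. Control set: EDTA negative control, DMSO positive control.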
FLuc inh counter: Photinus pyralis luciferase inhibition counter-screen; ATPLite firefly luciferase biochemical luminescence, 10 min; actives 1.5% (n = 200,000); inhibition, % at 10 µM; AID 1006; P08659;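 active = inhibition above about 50% when tested at 10 µM, limit read from the data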
FLuc act counter: firefly luciferase counter-screen for stimulation assays; P08659; ATPlite luciferase biochemical, luminescence, 10 min; 0 = ATP-free wells, 1 = DMSO control; activation factor at 10 µM; 200,000 tested, under 10 active; AID 1027;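 active = luciferase activation factor, scaled between plate controls, of at least 2 with compound at 10 µM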
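Material: Luciferase/luciferin reagent mix | Doses: Test compounds dosed from 2 mM stocks in 100% DMSO | Timing: 10 min incubation after luciferase reagent addition, room temperature | Measured by: Luminescence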
TNAP inh hi DEA: inhibitors of human TNAP at high phosphate acceptor concentration | inhibition, % at 20 µM | actives 0.03% (n = 200,000) | P05186 | AID 1135 | purified TNAP, CDP-star luminescence, 1 M DEA;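 active = over 50% inhibition of tissue-nonspecific alkaline phosphatase at 20 µM in the single-dose screen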;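 note: plate controls were DMSO wells for no effect and EDTA-quenched wells as full inhibition for full effect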
APP 5'UTR act: APP 5'UTR luciferase reporter activation; SH-SY5Y APP 5'UTR luciferase reporter, luminescence; zero percent = DMSO vehicle wells; activation, % at 2 µM; actives 1% (n = 190,000);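 active = activation above a set limit, based on mean plus 3 SD of controls, cut at about 140% in these data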; note: values of inactives mirror those of a sister screen read the other way
* hit, by the source's call; · = not tested or not shown.

SMILES	PMI act	bIAP activator	TNAP inh noacc	PMI act hi M6P	NF-kB neuron act	TNAP act hi DEA	FLuc inh counter	FLuc act counter	TNAP inh hi DEA	APP 5'UTR act
CCC(=O)Nc1cccc(NC(=O)CN2CCN(c3ccccc3OC)CC2)c1	0.9	1.1	-1	0.8	1.2	1	-3	1	0	17
Cc1ccc2nc(NC(=O)C(NS(=O)(=O)c3cccc4nsnc34)C(C)C)sc2c1 (stereo not given)	0.9	1.1	2	1	1.2	1.1	-12	1.1	-8	-14
COC(=O)c1ccc(C2CC(=O)Nc3cc(OC)c(OC)c(OC)c32)cc1 (stereo not given)	0.8	1	-8	0.8	1.2	1	-3	1	0	22
COC(=O)c1sccc1NC(=S)N1CCN(C)CC1	1	1	3	1	2.4	1.1	-6	1.1	-6	6
C=CCSc1n[nH]c(-c2ccc(OCCCC)cc2)n1	0.8	0.9	26	0.8	2	1	-3	1	-2	47
COC(=O)c1cn[nH]c1N	1	0.9	-5	0.9	1.5	1.1	-7	1.1	-8	9
CN(C)/C=N/c1ncc(C(=O)c2ccc(Cl)cc2)s1	1	0.8	-2	1	1.7	1	6	0.9	0	12
Cc1noc(C)c1COc1cccc(C(=O)OCC(=O)NC(=O)c2ccc(OC(F)F)cc2)c1	1	0.9	-5	1	1.2	1	1	1	3	23
CC1=NN(Cc2c(C)nn(Cc3ccccc3)c2C)C(C)(C)C1	1.1	1.1	-13	0.9	1.1	1	0	1	-4	-10
COc1ccc(NC(=O)CN(C)CC(=O)Nc2ccc3c(c2)CCC3)cc1	0.9	1.2	0	0.9	1.2	1	-4	1	-1	23
CC1CCC2C(C1)Nc1c(C(=O)O)cccc1C2(C)C (stereo not given)	1	1.1	-3	0.8	1	1	2	1	-4	0
CCn1c(SCC(=O)Nc2ccccc2OC)nnc1-c1cnccn1	1	1	-10	1	1.2	1	-8	1.1	-3	-2
CCc1nc(SCC(=O)N2CCOCC2)c2c(=O)n(C)c(=O)n(C)c2n1	0.9	0.9	-6	0.9	1.2	1	-2	1	-2	-13
COc1cc(C)c(C(C)C)cc1S(=O)(=O)NCCCn1ccnc1	1	1	-6	1	0.93	1.1	-9	1.1	-7	-10
CCCCC(=O)Nc1cccc(-c2nc3ncccc3o2)c1	1	0.9	-5	0.9	1	1	-1	1	1	6
COc1ccc(N2CCN(CC(O)c3c[nH]c4ccc(OC)cc34)CC2C)cc1 (stereo not given)	0.9	1	-1	0.9	1.2	1	0	1	-2	14
CCCC(=O)n1nc(-c2ccc(OC)cc2)nc1N	0.9	0.9	43	1	1	1.1	-7	1.1	-5	13
Cc1cc2c(cc1C)C(c1ccsc1)CC(=O)N2 (stereo not given)	1	1.1	-4	0.9	1.1	1	-3	1	-1	-2
Cc1ccc(NC(=O)COC(=O)c2ccc3c(c2)OCO3)cc1S(=O)(=O)N1CCCCC1	0.8	1	-28	1	0.97	1	-5	1.1	-4	-2
CO[C@H]1C=CO[C@@]2(C)Oc3c(C)c(O)c4c(O)c(c(C=NN5CCN(C6CCCC6)CC5)c(O)c4c3C2=O)NC(=O)C(C)=CC=C[C@H](C)[C@H](O)[C@@H](C)[C@@H](O)[C@@H](C)[C@H](OC(C)=O)[C@@H]1C	0.5	0.8	30	0.3	·	0.7	2	1	30	·

By substructure: the compounds so far containing an NH in an aromatic ring.
SMILES	PMI act	bIAP activator	TNAP inh noacc	PMI act hi M6P	NF-kB neuron act	TNAP act hi DEA	FLuc inh counter	FLuc act counter	TNAP inh hi DEA	APP 5'UTR act
C=CCSc1n[nH]c(-c2ccc(OCCCC)cc2)n1	0.8	0.9	26	0.8	2	1	-3	1	-2	47
COC(=O)c1cn[nH]c1N	1	0.9	-5	0.9	1.5	1.1	-7	1.1	-8	9
COc1ccc(N2CCN(CC(O)c3c[nH]c4ccc(OC)cc34)CC2C)cc1 (stereo not given)	0.9	1	-1	0.9	1.2	1	0	1	-2	14

(continued)
SMILES	PMI act	bIAP activator	TNAP inh noacc	PMI act hi M6P	NF-kB neuron act	TNAP act hi DEA	FLuc inh counter	FLuc act counter	TNAP inh hi DEA	APP 5'UTR act
CC(C)COC(=O)Nc1nnc(SCc2ccccc2F)s1	1	0.9	-7	1	1.3	1	2	1	-3	·
COc1cc(OC)cc(C(=O)N(Cc2nc(-c3cccc(C)c3)no2)C(C)C)c1	0.9	1.1	2	0.9	1.1	1	-8	1.1	-3	1
COc1cc2cc(CN(Cc3cccnc3)C(=O)NCc3ccccc3)c(=O)[nH]c2cc1OC	1	1.1	-7	1	0.38	1.1	-5	1.1	-5	18
CCOc1c(Cl)cc(CNc2ccc(S(N)(=O)=O)cc2)cc1OC	1	1.6	-6	1	1.5	1	0	1	-5	-9
COc1cc(/C=C/C(=O)N2C(=O)c3cccc(N)c3C2=O)cc(OC)c1OC	1	1.1	-8	1.1	0.84	1	2	1	0	-43
O=C(OCC(=O)N1CCN(C(=O)c2ccco2)CC1)c1cc(-c2ccc(F)cc2)nc2ccccc12	0.9	1	-10	0.9	0.85	1.1	2	1	-9	-16
COc1ccc2[nH]c(O)c(NC(C)=O)c2c1	1	0.9	-6	1.2	1	1	-5	1	-1	6
NC12CC3CC(C1)CC(CC(=O)O)(C3)C2	1.1	1.1	-1	1.2	2	1	-8	1.1	-5	22
O=C(NC1CCCC1)C(c1ccsc1)N(CCc1ccccc1)C(=O)Cc1cccs1 (stereo not given)	1	0.8	15	1.1	1.2	1	-9	1.1	-3	-1
COc1ccc(NS(=O)(=O)c2ccc(N3C(=O)CCC3=O)cc2)cc1	1	0.9	-17	1	1.7	1	-6	1.1	-4	8
C=CCN(C(=O)Cn1c(C(=O)OC)cc2oc(C)cc21)c1ccccc1	0.9	0.9	-10	0.8	1.1	1.1	-7	1.1	-6	5
O=C(NCCc1ccccc1)C(c1cccs1)N(C(=O)CCl)c1ccc(Cl)cc1 (stereo not given)	1	1	-21	1.1	0.09	1	-1	1	-1	-6
CCN(c1ccc(OC)cc1)S(=O)(=O)c1ccc2c(c1)CCN2C(=O)CCC(=O)O	0.9	1.1	-12	1	1	1	-10	1.1	0	13
O=C(O)c1ccccc1C(=O)OCc1ccccc1	0.9	1	-4	1	1.3	1	-2	1	-2	-12
CC(C)(C)C(=O)Nc1ccc(N2CCCC2)cc1	1	0.9	-6	0.7	0.9	1	-1	1	3	7
COc1ccc(OC)c(C(=O)c2oc3ccccc3c2NC(C)=O)c1	1	0.9	-7	1	1.7	1.1	0	1	-5	-8
Cc1ccc(S(=O)(=O)/C(C#N)=C/c2c(N3CC(C)OC(C)C3)nc3c(C)cccn3c2=O)cc1 (stereo not given)	0.8	0.9	1	0.9	0.71	1	-6	1.1	-4	-18
O=C(NCCN1CCOCC1)c1ccccc1Oc1ccccc1	1	0.9	-4	1	1.1	1.1	0	1	-7	-11
CCC(=O)Nc1ccc(NC(=S)NC(=O)c2oc3ccccc3c2C)cc1	0.9	0.9	-6	1	1.1	1	-7	1.1	-4	20
O=C(NCc1ccco1)c1cccc(NS(=O)(=O)c2cccc(F)c2)c1	1	0.9	-2	1	0.77	1	-6	1.1	-3	-2
Fc1ccc(-c2nn(-c3ccccc3)cc2CNCc2ccccc2)cc1	0.9	0.7	-9	0.9	0.87	1.1	-8	1.1	-8	-4
CC(=O)Nc1cccc(NC(=O)CSc2nnnn2C(C)C)c1	0.8	0.9	-3	0.8	1	1	0	1	1	15
CCOc1ccc(N(Cc2ccc(OC)cc2)C(=O)c2ccco2)cc1	1	1.1	2	0.9	1.1	1	-12	1.1	-4	13
CCOC(=O)CC(=O)CSc1ncnc2c1nnn2-c1ccc(F)cc1	1.1	1	-28	1.2	1.1	1.1	3	1	-5	0
CN(C)Cc1ccc(F)cc1Sc1cc(Cl)ccc1Cl	1.2	1	0	1.2	1.4	1.1	3	1	-6	31
O=C(NNc1ccc([N+](=O)[O-])cc1)c1ccccc1Cl	1.1	0.8	32	1	1.5	0.6	-4	1	41	-10
O=C(NCCC(=O)N1CCNC1=O)OCc1ccccc1	1	1	-8	1.1	1.3	1.1	-1	1	-9	2
CC(=O)Nc1ccc(NC(=S)NC(=O)c2cc3ccccc3o2)cc1	1	1	1	1	1.6	1	-2	1	-4	5
CN1CCc2c(n(CC(O)CN3CCN(CCO)CC3)c3ccccc23)C1=O (stereo not given)	1.3	1.1	-13	1	1.1	1	1	1	-4	-7
Cc1cc(C)c2nc(SCC(=O)Nc3ccc(S(=O)(=O)N4CCCC4)cc3)c(C)cc2c1	0.9	1	-12	1	0.98	1	-6	1.1	-4	-12
O=C(NC1=NCCS1)c1ccc(Cl)c(S(=O)(=O)N2CCCCCC2)c1	1.1	0.9	6	0.9	1.1	1	-2	1	-3	16
COc1ccc(C(C)=O)cc1COC(=O)CNC(=O)c1ccccc1F	0.9	0.9	-8	1	1.3	1	0	1	3	18
COc1ccc(NC(=O)COC(=O)C2CCCCC2)c([N+](=O)[O-])c1	0.8	0.9	-2	0.8	0.97	1	-1	1	-2	0
CCOC(=O)c1ccc(NC(=O)N2CCCCC2)cc1	1	0.9	-12	1	2.1	1	45	0.6	0	76
CCCOc1ccc(C(=O)Nc2ccc(N(C)C)cc2)cc1	0.8	0.6	-7	0.9	1.4	1	36	0.6	-3	5
Cc1cc(=O)n2nc(N3CCCC(C(=O)NC(C)c4ccccc4)C3)sc2n1 (stereo not given)	0.9	1.1	-20	0.9	0.96	1	-4	1	-3	-5
CC(C)COc1ccc(CN=C(N)N=C(N)N)cc1Cl	1	1	12	1	0.93	1	-7	1.1	2	-2
c1csc(CNCCCN2CCOCC2)c1	0.9	0.9	-12	0.9	0.82	1	-4	1	-5	11
COc1ccc(-c2ccc3ccccc3n2)cc1	1	0.9	-4	1	10*	1	72*	0.3	-4	206*
Cc1cc(NC(=O)Cn2nc(C(F)(F)F)c3c2CCC3)n(-c2ccccc2)n1	0.9	1	-14	0.9	1	1.1	-2	1	-6	2
CC(=O)Nc1ccc(/C=N/N2C(=O)NC(C)(c3ccc(OC(F)F)cc3)C2=O)cc1 (stereo not given)	1	0.9	-16	1	1.5	1.1	-4	1	-6	-8
COc1ccc2nc(SCC(=O)Nc3ccccc3)[nH]c2c1	1	1	-17	1.1	1.1	1	-3	1	-4	-3
Nc1nc(-c2ccc(Cl)cc2Cl)cn1N	1	1	36	1	1.2	1.1	-8	1.1	-7	12
Cc1cc(Br)cc(C)c1NC(=O)c1ccc(C#N)cc1F	1	1.1	-7	1	1.1	1	-7	1.1	-3	8
CC(NC(=O)c1cc(-c2ccccc2)on1)c1ccccc1 (stereo not given)	0.9	0.8	-2	0.9	1.2	1	-4	1	-3	-8
CCn1c(SCC(=O)NCCOC)nc2sc(C)c(C)c2c1=O	1	1.1	3	1.1	0.92	1.1	-3	1	-6	2

Screening data: PubChem, several laboratories
